# Bioassay records as filed in PubChem.
# CHT allo act: CHT positive allosteric modulators, primary screen, cell-based, membrane potential dye, choline EC20; B-score at 10 µM; AID 488977, 2010; CHT-expressing cells; stronger effect = higher value; LV-AA mutant CHT in HEK293 cells; actives 0.49% (n = 310,000); High affinity choline transporter 1 (Homo sapiens), Q9GZV3;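 active = initial fluorescence not abnormally high and integrated response B-score, plate-corrected, over 3 SD above library mean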
# Target sequence (Q9GZV3 whole entry, looked up): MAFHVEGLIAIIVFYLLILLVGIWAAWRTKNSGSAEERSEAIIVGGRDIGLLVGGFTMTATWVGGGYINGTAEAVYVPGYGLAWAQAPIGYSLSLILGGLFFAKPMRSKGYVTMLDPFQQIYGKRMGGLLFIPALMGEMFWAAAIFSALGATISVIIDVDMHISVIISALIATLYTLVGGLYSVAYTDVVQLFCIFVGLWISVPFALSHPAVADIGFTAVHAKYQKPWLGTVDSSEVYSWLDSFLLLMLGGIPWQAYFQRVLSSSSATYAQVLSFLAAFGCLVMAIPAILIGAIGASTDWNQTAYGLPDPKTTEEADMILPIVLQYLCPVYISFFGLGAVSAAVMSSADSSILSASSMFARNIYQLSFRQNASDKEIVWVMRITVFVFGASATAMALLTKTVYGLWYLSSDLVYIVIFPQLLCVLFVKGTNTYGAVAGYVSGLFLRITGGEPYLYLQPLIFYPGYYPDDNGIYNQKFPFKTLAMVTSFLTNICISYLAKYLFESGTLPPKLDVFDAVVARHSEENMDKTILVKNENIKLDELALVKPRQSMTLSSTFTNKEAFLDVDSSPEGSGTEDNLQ
# OX1R antag: OX1R (HCRTR1) antagonists, primary screen, fluorescence, CHO/OX1R cells, Fluo-8 calcium, orexin A. Orexin/Hypocretin receptor type 1 (Homo sapiens), O43613. Fluo-8 calcium fluorescence. inhibition, % at 5 µM. actives 0.43% (n = 330,000);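 active = inhibition above its plate's threshold, mean inhibition of all tested compounds on the plate plus 3 SD, cut at about 37% in these data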;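 also: 0% = orexin A challenge wells and 100% = SB-334867-A antagonist wells; not every result past the cut was called active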
# Target sequence (O43613 whole entry, looked up): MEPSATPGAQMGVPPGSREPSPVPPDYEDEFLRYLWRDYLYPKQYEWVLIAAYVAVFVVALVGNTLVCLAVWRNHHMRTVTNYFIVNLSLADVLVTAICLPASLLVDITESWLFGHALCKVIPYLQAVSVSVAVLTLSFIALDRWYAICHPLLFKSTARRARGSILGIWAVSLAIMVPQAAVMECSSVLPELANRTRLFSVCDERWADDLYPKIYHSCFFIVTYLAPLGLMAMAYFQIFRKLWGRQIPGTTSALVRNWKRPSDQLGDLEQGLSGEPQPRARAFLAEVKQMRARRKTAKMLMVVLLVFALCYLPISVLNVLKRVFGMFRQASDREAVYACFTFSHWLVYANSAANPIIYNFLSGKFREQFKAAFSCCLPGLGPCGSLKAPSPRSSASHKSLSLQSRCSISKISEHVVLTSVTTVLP
# The depositor's hits bear a star; i = inactive; . = not tested or not shown. No enrichment for hits. Share with any hit: about 0.83%.
# Under each structure – CHT allo act, OX1R antag
> O=C(Nc1nnc(CCS(=O)(=O)c2ccc(Br)cc2)s1)c1ccc([N+](=O)[O-])cc1
 : i, -3
> Cn1c(C(=O)N2CCCc3ccccc32)cc2sccc21
 : i, -7
> Nc1ccc(S(=O)(=O)N2CCCc3ccccc32)cc1
 : i, -12
> CCC(CC)c1nnc(NC(=O)C2CC(=O)N(CCc3ccc(F)cc3)C2)s1 (configuration not stated)
 : i, -18
> O=[N+]([O-])c1cc(S(=O)(=O)C(F)(F)F)ccc1Sc1nc2ccccc2[nH]1
 : i, -4
> Cc1cc(NC(=O)C2CC=CCC2C(=O)O)ccc1NC(=O)c1ccccc1 (configuration not stated)
 : i, -6
> O=C(CN1C(=O)NC(c2ccc(F)cc2)C1=O)Nc1ccc2c(c1)OCCO2 (configuration not stated)
 : ., -6
> O=C(NCCCCNC(=O)c1ccc(F)cc1)c1ccc(F)cc1
 : i, -2
> CCOC(=O)c1[nH]c2ccccc2c1NC(=O)c1ccco1
 : i, -10
> CNC(=O)NC(=O)COc1ccc2oc3c(c2c1)CCCC3
 : i, -16
> COc1ccc(/C=N/NC(=O)c2ccc(N3CCCC3=O)cc2)cc1
 : i, -25
> COc1ccc(-c2c(C#Cc3ccsc3)c3cc(-c4ccc(C(N)=O)cc4)ccc3n2C)cc1
 : ., -20
> Cc1c(C(=O)Nc2ccccc2)oc2c1C(=O)CC(C)(C)C2
 : i, -20
> CCOc1cc(/C=N/NC(=O)C(=O)N2CCCC2)ccc1O
 : i, -28
> CCCCC(=O)Nc1cc(-c2nc3ncccc3o2)ccc1C
 : i, -24
> Cc1ccc(CCNS(=O)(=O)c2ccc3c(c2)NC(=O)CCS3)cc1
 : i, -29
> O=c1c(-c2ccc(F)cc2)coc2c3c(ccc12)OCCO3
 : i, -15
> C=C(C)CN=C1SC(C(=O)Nc2sc3c(c2C(=O)OC)CCC3)C(N)=C1C(N)=O (configuration not stated)
 : i, 3
> C#CCOCCOCCOCCNc1nc(N2CCN(C(=O)[C@H](CCCCN)n3cc(C(N)[C@H](C)CC)nn3)CC2)nc(N2CCN(C(=O)[C@H](CCC(=O)O)n3cc(C(N)[C@H](C)CC)nn3)CC2)n1 (some centres not stated)
 : i, -12
> O=C(O)c1ccc(NC(=S)NC(=O)c2cccnc2)cc1
 : i, 2
> C=C(C)CSc1[nH]c(=O)cc(C)c1C#N
 : i, 0
> CC(Sc1cccc2cccc(C(=O)O)c12)C(=O)O (configuration not stated)
 : i, -2
> O=C(COC(=O)CCCc1c[nH]c2ccccc12)Nc1ccc2c(c1)OCO2
 : i, -4
> Cc1ccccc1OCCNC(=O)c1ccccc1Sc1ccccc1C#N
 : i, -17
> Cc1nn(CCC(N)=S)c2nc(-c3cccs3)cc(C(F)(F)F)c12
 : i, -57
> O=C(c1ccc(-n2c(SCc3cccc(F)c3)nc3ccccc3c2=O)cc1)N1CCOCC1
 : i, -8
> Cc1cc(S(=O)(=O)NCC(C)C)ccc1OCC(=O)NCc1ccccn1
 : i, -29
> S=C(Nc1ccc(Cl)cc1)N1CCCC1
 : i, -6
> COC(=O)C1=C(C)NC(=S)NC1c1ccc(-c2cccc(Cl)c2)o1 (configuration not stated)
 : i, -24
> COc1ccccc1CNC(=O)COC(=O)c1cc([N+](=O)[O-])ccc1N1CCOCC1
 : i, -33
> O=C(c1ccc(OC2CCN(C/C=C/c3ccc(F)cc3)CC2)cc1)N1CCCCC1
 : i, -28
> COc1ccc(-n2nc3c(c2NC(=O)C2CCCC2)CS(=O)(=O)C3)cc1
 : i, -12
> CC(C)Cn1c(SCC(=O)Nc2cccc(S(N)(=O)=O)c2)nc2ccccc2c1=O
 : i, -35
> CCOC(=O)c1ccc2c(c1)nc(SCC(=O)NC(C)C)n2CC
 : i, -14
> CCCn1c(C2CCCN2c2nc(-c3ccc(C)cc3)cs2)nc2ccccc21 (configuration not stated)
 : i, -52
> CC(CNC(=O)CCc1ccccc1)NC(=O)CCc1ccccc1 (configuration not stated)
 : i, -19
> CS(=O)(=O)Nc1ccccc1C(=O)NCCSc1ccccc1
 : i, -6
> O=C(NCCCN1CCCC1=O)c1cccc(N2CCCC2=O)c1
 : i, -12
> NC(=O)CC(NC(=O)Cc1cccc2ccccc12)c1ccc(NCCN2CCCCC2)c([N+](=O)[O-])c1 (configuration not stated)
 : i, -13
> Cc1ccc2cc(CN(CC3CCCO3)C(=O)Nc3ccccc3F)c3nnnn3c2c1 (configuration not stated)
 : i, -11
> N#CC1=C(N)Oc2n[nH]c(-c3cccs3)c2C1C1C=CCCC1 (configuration not stated)
 : i, -1
> Cc1cc(C)nc(Nc2cccc(C(F)(F)F)c2)n1
 : i, -19
> Cc1ccc(-c2csc3ncnc(N4CCc5ccccc5C4)c23)cc1
 : i, -27
> Cc1cc(C)nc(N/C(=N\S(=O)(=O)Cc2ccccc2)Nc2ccccc2Br)n1
 : i, -9
> COc1cc2ccccc2cc1C(=O)N(CCN(C)C)c1nc2c(F)cc(F)cc2s1
 : i, -26
> COC(=O)c1sc(N/N=C/c2ccc(C(C)C)cc2)nc1C
 : i, -42
> CCn1c(SCC(=O)NCc2ccccc2)nnc1-c1c[nH]c2ccccc12
 : i, -15
> COc1ccccc1OCCNC(=O)CNC(=O)c1ccc(C(C)(C)C)cc1
 : ., -26
> COc1ccccc1-n1cnc(N)c1C(C)=O
 : i, 8
> COc1ccc(Br)cc1C(=O)NCc1cccnc1
 : i, -17
> Cc1cccc2c(=O)c(C(=O)NCc3cccs3)c[nH]c12
 : i, -17
> Cc1ccnc(NC(=O)C2CCN(S(=O)(=O)c3c(C)c(C)cc(C)c3C)CC2)c1
 : i, -22
> Cc1ccc(OC(C)C(=O)Nc2ccc(F)cc2)c([N+](=O)[O-])n1 (configuration not stated)
 : ., 11
> Oc1c(C(c2cccc(F)c2)N2CCN(Cc3ccccc3)CC2)sc2ncnn12 (configuration not stated)
 : i, -41
> CC(C)(C)S(=O)(=O)c1cnc2c(S(=O)(=O)c3ccccc3)cnn2c1N
 : i, -13
> CCOC(=O)CCn1c(=S)n(CCC(=O)OCC)c2ccccc21
 : i, -12
> Cc1cc(Br)cc2c(C(=O)NCC3CCCO3)cc(-c3cccs3)nc12 (configuration not stated)
 : i, -32
> Cc1ccc(Sc2ccc([N+](=O)[O-])cc2[N+](=O)[O-])nc1
 : i, -34
> O=C(Nc1cc(C(F)(F)F)ccc1N1CCCC1)c1cccnc1
 : i, -18
> CCCN(CC(=O)Nc1ccccc1C)C(=O)CC(NC(=O)c1ccccc1)c1ccccc1 (configuration not stated)
 : i, -8

# 20 neighbouring entries from above, for reference:
# Under each structure – CHT allo act, OX1R antag
> N#CC1=C(N)Oc2n[nH]c(-c3cccs3)c2C1C1C=CCCC1 (configuration not stated)
 : i, -1
> Cc1cc(C)nc(Nc2cccc(C(F)(F)F)c2)n1
 : i, -19
> Cc1ccc(-c2csc3ncnc(N4CCc5ccccc5C4)c23)cc1
 : i, -27
> Cc1cc(C)nc(N/C(=N\S(=O)(=O)Cc2ccccc2)Nc2ccccc2Br)n1
 : i, -9
> COc1cc2ccccc2cc1C(=O)N(CCN(C)C)c1nc2c(F)cc(F)cc2s1
 : i, -26
> COC(=O)c1sc(N/N=C/c2ccc(C(C)C)cc2)nc1C
 : i, -42
> CCn1c(SCC(=O)NCc2ccccc2)nnc1-c1c[nH]c2ccccc12
 : i, -15
> COc1ccccc1OCCNC(=O)CNC(=O)c1ccc(C(C)(C)C)cc1
 : ., -26
> COc1ccccc1-n1cnc(N)c1C(C)=O
 : i, 8
> COc1ccc(Br)cc1C(=O)NCc1cccnc1
 : i, -17
> Cc1cccc2c(=O)c(C(=O)NCc3cccs3)c[nH]c12
 : i, -17
> Cc1ccnc(NC(=O)C2CCN(S(=O)(=O)c3c(C)c(C)cc(C)c3C)CC2)c1
 : i, -22
> Cc1ccc(OC(C)C(=O)Nc2ccc(F)cc2)c([N+](=O)[O-])n1 (configuration not stated)
 : ., 11
> Oc1c(C(c2cccc(F)c2)N2CCN(Cc3ccccc3)CC2)sc2ncnn12 (configuration not stated)
 : i, -41
> CC(C)(C)S(=O)(=O)c1cnc2c(S(=O)(=O)c3ccccc3)cnn2c1N
 : i, -13
> CCOC(=O)CCn1c(=S)n(CCC(=O)OCC)c2ccccc21
 : i, -12
> Cc1cc(Br)cc2c(C(=O)NCC3CCCO3)cc(-c3cccs3)nc12 (configuration not stated)
 : i, -32
> Cc1ccc(Sc2ccc([N+](=O)[O-])cc2[N+](=O)[O-])nc1
 : i, -34
> O=C(Nc1cc(C(F)(F)F)ccc1N1CCCC1)c1cccnc1
 : i, -18
> CCCN(CC(=O)Nc1ccccc1C)C(=O)CC(NC(=O)c1ccccc1)c1ccccc1 (configuration not stated)
 : i, -8

# More compounds.
# Under each structure – CHT allo act, OX1R antag
> COc1cccc(/C=N/NC(=O)CC(=O)NCCc2ccccc2)c1OC
 : i, -6
> C=CCn1c(=O)c2ccccc2n2c(SCC(C)=O)nnc12
 : i, -2
> CN1CCN(C(=O)c2ccccc2NC(=O)c2cccs2)CC1
 : i, -7
> Cc1cc(CNC(=O)[C@H]2C[C@@H]2[C@H](NP(=O)(c2ccccc2)c2ccccc2)c2ccccc2)nn1C
 : i, -40
> Cc1ccc(OCC(=O)NNC(=S)NC(=O)c2cccs2)c(C)c1
 : i, .
> CCn1nc(C)c(NC(=O)Nc2cccc(Cl)c2Cl)c1C
 : i, -12
> COc1ccc(OC)c(NC(=O)CSc2nc3ccccc3cc2Cc2ccccc2)c1
 : i, -22
> CCNC(=O)COC(=O)c1ccc(-c2nc3ccccc3s2)s1
 : i, -23
> COc1ccc(-c2nc(NC(=O)CSc3nnc(C)s3)ns2)cc1
 : i, -33
> COCCNC(=O)C(c1ccc(F)cc1)N(Cc1cccs1)C(=O)CCC(=O)Nc1ccccn1 (configuration not stated)
 : i, 17
> Cc1ccc(CSCCNC(=O)c2ccc(NS(C)(=O)=O)cc2)cc1
 : i, -10
> COC(=O)[C@H](CCSC)NC(=O)Nc1ccc(OC)cc1
 : i, -4
> Cc1ccccc1NC(=O)c1ccc(CN2CCC(Cc3ccccc3)CC2)cc1
 : i, -33
> CCCSc1nc2c(cnn2-c2ccccc2)c(=O)n1N
 : i, -31
> Cc1noc(C)c1C(=O)N1CCc2ccccc21
 : i, 2
> CC(C)(C)c1nnc(NC(=O)Cc2ccc(Br)cc2)s1
 : i, -21
> COc1cc(/C=C/C(=O)OCC(=O)c2c(N)n(C)c(=O)n(C)c2=O)ccc1OCC#N
 : i, -20
> O=C(N/N=C/c1ccncc1)c1cc(-c2ccc(Br)s2)[nH]n1
 : i, -3
> COc1ccccc1CNC(=O)c1cn(C)c2ccc(S(=O)(=O)N3CCCC3)cc2c1=O
 : i, -36
> Clc1cc(Br)ccc1OCCCNCc1ccccc1
 : i, 1

# Rewritten in CSV form: part of the list above.
compound,CHT allo act,OX1R antag
C=C(C)CSc1[nH]c(=O)cc(C)c1C#N,i,0
CC(Sc1cccc2cccc(C(=O)O)c12)C(=O)O (configuration not stated),i,-2
O=C(COC(=O)CCCc1c[nH]c2ccccc12)Nc1ccc2c(c1)OCO2,i,-4
Cc1ccccc1OCCNC(=O)c1ccccc1Sc1ccccc1C#N,i,-17

# (cont.)
# Under each structure – CHT allo act, OX1R antag
> O=C(O)CCc1ccc(-c2ccccc2)n1CC(=O)Nc1cccc(C(F)(F)F)c1
 : i, .
> O=C(NCc1ccccc1)c1ccccc1CO
 : i, -9
> Cc1cc(C)nc(NS(=O)(=O)c2ccc(NC(=O)c3cccs3)cc2)n1
 : i, -11
> CN(C)CCNc1oc(-c2ccccc2Cl)nc1S(=O)(=O)c1ccccc1
 : ., -17
> COc1ccc(S(=O)(=O)N(C)CC(=O)N2CCN(C)CC2)cc1C
 : i, -9
> COc1ccc(S(=O)(=O)N2CCOC2CNC(=O)C(=O)NCc2ccco2)cc1OC (configuration not stated)
 : i, -25
> COc1ccc(CCNC(=O)CNS(=O)(=O)c2ccc(Cl)cc2)cc1
 : i, -30
> COc1ccc(NC(=O)c2ccccc2-c2ccccc2)c(C)c1
 : i, -31
> Cc1ccc(NC(=O)CSc2ccc(C(N)=O)cc2[N+](=O)[O-])cc1C
 : i, -29
> O=C(CCC(=O)Nc1ccc(Br)cc1)N/N=C/c1ccccc1O
 : i, -17
> CC(=O)Nc1ccc(S(=O)(=O)NCCC(=O)Nc2ccc(C)cn2)cc1
 : i, 3
> CC1CCCCC1NC(=O)CSc1nncs1 (configuration not stated)
 : i, -19
> CCCn1nnnc1SCC(=O)Nc1ccc(F)cc1
 : i, -4
> CNC(=O)C(Sc1nc(C)nc2c1oc1ccccc12)C(C)=O (configuration not stated)
 : i, -13
> Cc1ccc(C2N(c3nccs3)C(=O)C3CCCN32)cc1 (configuration not stated)
 : i, -8
> N#Cc1ccsc1NC(=O)CN1CCN(S(=O)(=O)c2cc(Cl)ccc2Cl)CC1
 : i, -8
> CCC(O)C1CCN(C(=O)c2cc(COc3ccc4ncccc4c3)on2)CC1 (configuration not stated)
 : i, 12
> COc1ccc(Nc2ccc(OC)cc2)cc1
 : i, -13
> CN(C)c1ccc(-c2noc(C3CCN(S(=O)(=O)c4ccc(C(=O)O)cc4)CC3)n2)cc1
 : i, 10
> Cc1ccc(NC(=O)CSc2nccn2C)cc1F
 : i, -20
> Cc1cccc(C)c1NC(=O)CSc1nnc(-c2ccccc2)n1Cc1ccc2c(c1)OCO2
 : i, -4
